Screening data from PubChem BioAssay.
PRMT1 FP inh – PRMT1 (human) inhibition, primary screen | Q99873 | recombinant PRMT1, activity-based probe fluorescence polarization | inhibition, % at 2.79 µM | hit rate 1.3% among 370,000 | AID 652257;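 active = inhibition above about 21% made by adding two undisclosed values, limit read from the data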
NR1D1 modulator – modulates human Rev-erb alpha binding to DNA | activity, % at 10 µM | Rev-erbα–FITC-DNA binding, fluorescence polarization, 90 min | P20393 | hit rate 0.79% among 370,000;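 active = activity above about 14%, limit read from the data; passing the limit was not always enough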;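 note: 0% = DMSO wells with 35 nM protein and 100% = DMSO wells with 750 nM protein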
Target sequence (P20393 whole entry, looked up): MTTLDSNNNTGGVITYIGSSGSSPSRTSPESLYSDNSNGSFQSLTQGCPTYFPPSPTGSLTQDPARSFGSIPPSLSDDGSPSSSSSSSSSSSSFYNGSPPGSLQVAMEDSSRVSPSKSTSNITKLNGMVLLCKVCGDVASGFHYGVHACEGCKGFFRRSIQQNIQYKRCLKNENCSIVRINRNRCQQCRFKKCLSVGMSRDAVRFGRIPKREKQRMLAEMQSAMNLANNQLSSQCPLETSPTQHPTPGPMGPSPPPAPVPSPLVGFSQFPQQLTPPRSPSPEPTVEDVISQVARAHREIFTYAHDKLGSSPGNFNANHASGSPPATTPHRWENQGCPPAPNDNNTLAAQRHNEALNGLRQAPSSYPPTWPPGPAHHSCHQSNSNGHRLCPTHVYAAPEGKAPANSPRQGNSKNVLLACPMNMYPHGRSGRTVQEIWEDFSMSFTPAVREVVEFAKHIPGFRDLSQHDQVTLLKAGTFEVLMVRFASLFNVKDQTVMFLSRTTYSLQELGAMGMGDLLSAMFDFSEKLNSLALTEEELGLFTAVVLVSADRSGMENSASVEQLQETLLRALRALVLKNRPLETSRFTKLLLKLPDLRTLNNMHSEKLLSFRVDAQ
rCAG RNA binder – molecules binding r(CAG) RNA repeats | r(CAG) RNA repeat, TO-PRO-1 dye displacement fluorescence | hit rate 1.3% among 370,000 | inhibition, % at 3 µM;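 active = inhibition above the plate cutoff, the mean of all test compounds on that plate plus 3 SD, cut at about 35% in these data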;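 note: 0% = DMSO alone and 100% = 100 µM mitoxantrone as full dye displacement; higher means more dye released from RNA so lower well fluorescence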
PG9 Ab binder – binds the HIV-1 gp120 antibody PG9; TR-FRET gp120-PG9 antibody binding; inhibition, % at 6.7 µM; hit rate 0.43% among 360,000; in the data active = inhibition above about 8.5%
UHRF1 MBD2 ctr – UHRF1 methyl-DNA binding inhibition. inhibition, % at 4.4 µM. UHRF1 binding to methylated oligo, TR-FRET. hit rate 0.75% among 370,000; in the data active = inhibition above about 21%;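 note: UHRF1 SRA domain binding a hemimethylated CpG hairpin DNA probe; 0% = median of test compound wells and 100% = reference inhibitor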
TCR-CD3 inh – human TCR-CD3 binding inhibition; hit rate 0.37% among 360,000; inhibition, % at 9.4 µM; TAMRA-labeled TCR probe fluorescence, biochemical; in the data active = inhibition above about 19%;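 note: recombinant mutant TCR 2C K166C tagged with TAMRA read by polarization; 0% = receptor in buffer alone and 100% = receptor with positive control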
HTRA1 inhibitor – inhibitors of human serine peptidase HTRA1. Q92743. recombinant HTRA1, FP-rhodamine activity-based probe, fluorescence polarization. inhibition, % at 5.96 µM. hit rate 0.5% among 340,000. AID 504803; in the data active = inhibition above about 36%;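 note: 0% = enzyme with DMSO and 100% = wells lacking enzyme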
mABHD4 FP – ABHD4 (mouse) inhibition, primary FP screen. inhibition, % at 8.92 µM. AID 720543. hit rate 0.54% among 370,000. Q8VD66. purified mABHD4, FP-Rh probe fluorescence polarization;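 active = inhibition exceeding the mean over every tested compound plus 3 SD, cut at about 30% in these data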;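 note: 0% = plate median of compound wells and 100% = S159A mutant with DMSO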
Target sequence (Q8VD66 whole entry, looked up): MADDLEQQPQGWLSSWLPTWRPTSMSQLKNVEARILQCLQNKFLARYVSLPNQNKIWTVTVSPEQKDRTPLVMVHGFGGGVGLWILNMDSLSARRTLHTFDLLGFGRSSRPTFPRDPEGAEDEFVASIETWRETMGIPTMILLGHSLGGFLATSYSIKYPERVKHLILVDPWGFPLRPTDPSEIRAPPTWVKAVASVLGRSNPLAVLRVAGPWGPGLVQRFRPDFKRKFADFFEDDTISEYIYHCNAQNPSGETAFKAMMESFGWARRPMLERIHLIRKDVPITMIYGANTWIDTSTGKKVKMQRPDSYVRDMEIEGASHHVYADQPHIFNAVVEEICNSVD
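Test system: mouse ABHD4 enzyme, wild type. Reagent: FP-Rh fluorescent activity-based probe, added after compound pre-incubation. Timing: pre-incubation 45 min, probe exposure 60 min, at 25 °C. Technique: FP readout, ex 525 nm / em 598 nm. Benchmarks: high control S159A mutant with DMSO, low control median of compound wells.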
MBD2 inh – blocks human MBD2 binding to methylated DNA. TR-FRET, MBD2 binding to methylated oligonucleotide. inhibition, % at 4.4 µM. AID 686964. hit rate 0.31% among 370,000; in the data active = inhibition above about 13%
LEDGF integ inh – blocks HIV-1 LEDGF/p75-dependent DNA integration; TR-FRET IN-LEDGF/p75 DNA integration, Eu/Cy5; inhibition, % at 3.7 µM; hit rate 0.64% among 370,000;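 active = inhibition above the screen-wide mean plus 3 SD, cut at about 13% in these data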;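 note: signal is the Cy5 over europium emission ratio at 671 and 618 nm; 0% = plate median of compound wells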
An asterisk follows results filed as active; . = no result given. Only part of the results is shown, so the mix of outcomes need not match the whole.

mol,rCAG RNA binder,mABHD4 FP,TCR-CD3 inh,NR1D1 modulator,PG9 Ab binder,MBD2 inh,PRMT1 FP inh,UHRF1 MBD2 ctr,HTRA1 inhibitor,LEDGF integ inh
CC(C)Oc1ccc(CNC(=O)c2cc(S(=O)(=O)N3CCOCC3)cn2C)cc1,-4,-1,-1,-7,-1.6,7,-3,2,-2,-2
O=C(CN1C(=O)CC(c2ccccc2)=Nc2ccccc21)NCc1ccco1,-4,-4,6,2,-0.3,5,-2,6,-7,0
COc1ccc(C(=O)CSc2nnc(Cn3cnc4ccccc43)o2)cc1,11,4,8,-2,-0.4,-5,-2,-4,-6,4
COC(=O)[C@]12C[C@H](CC(=O)N3CCCC3)C(=O)N(Cc3ccccc3)C1=C[C@H](C(C)C)O[C@@H]2C1CC1,-1,-2,2,-2,-1.3,0,-2,1,.,3
CCCn1c(N)c(C(=O)CSc2nncs2)c(=O)[nH]c1=O,0,-5,-1,6,-2.9,2,-1,-1,8,0
CC1CCc2sc(C(=O)NNC(=S)NC3CC3)cc2C1 (stereo not drawn),1,8,6,-1,-1.2,-7,-1,-1,0,5
COc1ccc(OC)c(NC(=O)C2CCN(Cc3cnn(-c4ccccc4)c3-n3cccc3)CC2)c1,-10,2,1,1,1.0,7,-2,3,-14,-1
CCOC(=O)C1(CCOc2ccccc2)CCN(Cc2cccc3nonc23)CC1,-3,-9,3,-4,-0.6,-2,3,5,-14,-3
O=c1oc(Nc2cccc(F)c2)nc2ccccc12,0,0,2,-2,-1.0,-7,-4,-2,6,2
CCOC(=O)c1ccc(NS(=O)(=O)c2ccc3c(c2)oc(=O)n3C)cc1,8,-1,-5,-5,0.1,-2,-9,2,8,4
COCCN=c1scc(-c2cc(OC)c(OC)c(OC)c2)n1/N=C/c1c(C)[nH]c2ccccc12,19,-30,-22,-1,-4.8,-6,-2,2,16,0
CC/C(=N\NC(=O)c1ccc(-c2ccccc2)cc1)C12CC3CC(CC(C3)C1)C2,4,-2,6,-5,-2.0,2,1,-3,-15,-3
Nc1cc(Cl)cc2c1-c1ccc(Cl)cc1C2,10,-2,-15,-2,-0.4,-1,-6,1,-3,5
COC(=O)c1ccccc1SC1CC(=O)N(c2ccccc2)C1=O (stereo not drawn),1,11,-4,3,-3.6,0,38*,1,4,-2
CCOc1c(OC(C)=O)ccc(/C=C2\N=C(SCC)SC2=O)c1[N+](=O)[O-],25,23,13,7,-3.1,-1,27*,-1,13,2
O=C(COC(=O)C1=COCCO1)Nc1ccc([N+](=O)[O-])cc1C(F)(F)F,4,-7,-4,4,-0.7,7,5,7,4,2
Cc1ccc(-c2noc(CCCC(=O)N3CCOCC3)n2)cc1,-3,5,6,-1,-1.6,-4,-1,-1,-5,2
COc1ccc(Cl)cc1NC(=S)N1CCN(C(=O)C2CCCO2)CC1 (stereo not drawn),-4,4,0,0,0.8,3,2,0,-9,-2
CC1Cc2nc(SCC(=O)NC3CCCCC3)n(C)c(=O)c2S1 (stereo not drawn),1,5,5,0,-2.4,1,7,-2,-4,-3
CCCCN(C)C(=O)c1oc(=O)c2ccccc2c1-c1ccc(C)cc1,-3,1,.,8,.,4,1,-2,.,-1

Shown with values under each structure: entries from further up
Values run as follows: rCAG RNA binder, mABHD4 FP, TCR-CD3 inh, NR1D1 modulator, PG9 Ab binder, MBD2 inh, PRMT1 FP inh, UHRF1 MBD2 ctr, HTRA1 inhibitor, LEDGF integ inh
> O=C(COC(=O)C1=COCCO1)Nc1ccc([N+](=O)[O-])cc1C(F)(F)F
 : 4, -7, -4, 4, -0.7, 7, 5, 7, 4, 2
> O=C(CN1C(=O)CC(c2ccccc2)=Nc2ccccc21)NCc1ccco1
 : -4, -4, 6, 2, -0.3, 5, -2, 6, -7, 0

New compounds follow.
mol,rCAG RNA binder,mABHD4 FP,TCR-CD3 inh,NR1D1 modulator,PG9 Ab binder,MBD2 inh,PRMT1 FP inh,UHRF1 MBD2 ctr,HTRA1 inhibitor,LEDGF integ inh
COc1ccc(CNC(=O)CCCn2nc(C)c3c(C)n(-c4ccc(C)cc4)nc3c2=O)cc1OC,0,1,0,2,0.4,-4,1,-2,3,-1
CSCCC(=O)N1CCC(n2nccc2NC(=O)CCc2ccccc2)CC1,-3,2,2,-8,-2.2,0,1,-1,4,-2
O=S(=O)(c1ccc(Cl)cc1)N1CCC(N2CCOCC2)CC1,-4,8,-1,-3,-0.4,1,-3,-2,-4,0
Cc1ccc(-c2ccc(OCC(=O)N3CCOCC3)cc2)cc1,-1,-2,-2,1,-2.0,-4,0,-3,-5,2
CN1C(C(=O)NCc2ccc(OC(F)(F)F)cc2)CC2Cn3c(nc4ccccc43)C21 (stereo not drawn),-9,-3,1,-3,0.3,2,-1,2,-5,0
COC(=O)[C@H](NC(=O)c1cc([C@@H](NC(=O)OC(C)(C)C)C(C)C)sc1N)C(C)C,5,-8,8,-5,-0.6,7,14,2,.,1
O=[N+]([O-])c1cc(S(=O)(=O)N2CCCC2)ccc1NCCc1ccccc1,0,2,11,9,-2.0,2,0,-5,-2,1
Cc1cc(=O)oc2cc(OC(C)C(=O)N3CCOCC3)c(Cl)cc12 (stereo not drawn),-1,3,1,3,-1.5,3,-2,-3,5,0
S=C(NCc1ccco1)NCC1CCCO1 (stereo not drawn),-1,-1,-3,-5,-1.6,-2,-1,5,5,1
Cc1nc2ncnn2c(C)c1Cc1c(Cl)cccc1Cl,-3,8,5,7,3.0,-1,-4,-1,7,-1
CCOC(=O)C1=CN(CC2CCCCC2)CCC1=O,0,-3,9,-1,-0.6,-2,-3,0,12,0
CCN(Cc1ccc2c(c1)OCO2)C(=O)CSc1ncnc2sccc12,3,2,-3,1,-0.3,-1,-4,1,-11,3
N=C(N)SCc1nc2ccccc2c(=O)n1-c1ccccc1Cl,5,6,-2,5,-2.5,2,3,-3,-9,-2
Nn1c(SCc2ccccc2)nnc1-c1ccccn1,-2,5,-8,-5,2.1,2,2,3,5,5
Cc1cc2c(ncn2C)c(NS(=O)(=O)c2ccccc2Cl)c1C,-2,1,-1,0,-2.0,-2,-2,-2,-1,-4
CCCC1=Nc2cc(C(=O)NCCN3CCCC3)ccc2Sc2ccccc21,0,3,0,4,-2.6,0,1,1,-17,0
COc1ccc(CCC(C)NCCc2ccc(Cl)cc2Cl)cc1 (stereo not drawn),8,13,-8,7,0.4,-4,3,-2,-3,-2
COc1ccccc1NC(=S)N1CCc2cc(OC)c(OC)cc2C1,-1,1,5,6,1.0,4,0,-3,-3,-3
COCCn1c(-c2ccc(OC)cc2)c(-c2ccc(OC)cc2)oc1=O,-1,6,6,3,-3.0,1,2,3,-7,0
Cc1ccc(OCCCC(=O)Nc2ccc(N3CCOCC3)cc2)c(C)c1,-4,0,-6,-2,-0.8,3,3,1,9,-2
O=C(NCC1CCCO1)c1ccc(NC(=O)c2ccc(Br)cc2)cc1 (stereo not drawn),-2,-2,-4,-3,-1.2,3,3,6,.,-3
CSC(C(=O)c1cc2ccccc2o1)c1ccccc1 (stereo not drawn),4,-1,0,3,-1.3,-1,21,1,-34,1
Cc1cccc(OCC(=O)Nc2ccc3oc(=O)ccc3c2)c1,2,-4,0,6,-1.3,3,-1,4,1,1
CC1=C(C)CC(C(=O)NCc2ccccc2F)C(C(=O)O)C1 (stereo not drawn),1,0,8,4,-1.7,0,-5,0,7,2
Nc1nc(N)nc(-c2cccc([N+](=O)[O-])c2)n1,3,-4,4,-1,-0.1,0,-4,-2,.,3
COC(=O)[C@H](C(C)C)N(CCc1cn(Cc2ccccc2)nn1)S(=O)(=O)c1ccccc1Br,0,-6,.,1,.,-1,1,-2,.,1
Cc1cccc(C)c1NC(=O)CN(C)c1ccc(C(F)(F)F)cn1,-1,-3,2,-4,-1.6,-5,-6,-3,7,0
O=C(COc1ccc(S(=O)(=O)N2CCCCC2)cc1)NCc1cccnc1,-1,-7,-3,6,0.1,7,3,2,6,-5
CC(=O)c1sc(NC(=O)c2ccc(Cl)cc2)nc1C,0,-10,-3,26*,2.0,7,8,5,3,1
CC1CN(C(=O)c2c([N+](=O)[O-])cnn2C)CC(C)O1 (stereo not drawn),-1,0,0,-4,-0.5,-1,0,0,-2,6
CCC(=O)Nc1ccc(NC(=O)c2ccccc2Cl)nc1,1,-4,-1,2,-2.4,-4,3,-2,2,0
Cc1ccc(Cn2nnc3c(=O)[nH]c(C4CCCN(C(=O)c5ccco5)C4)nc32)cc1 (stereo not drawn),0,6,1,6,-3.1,-6,2,1,0,0
O=C(NCCCN1CCOCC1)c1ccc(CS(=O)(=O)c2c(Cl)cccc2Cl)o1,0,1,3,-2,-0.5,0,2,0,11,-1
CCOC(=O)Nc1cc(OC)cc2ccc(C)nc12,0,-9,6,8,-0.5,2,-2,0,-8,4
CC(C)(C)c1ccccc1OCC(=O)NCCCn1ccnc1,-7,1,9,-2,-1.6,-3,-1,-1,5,-1
COc1ccc(C=CC(=O)c2c(N)n(C)c(=O)n(C)c2=O)cc1,2,-4,0,-11,-0.9,-4,-3,-3,.,1
CCCOc1ccc(C(F)(F)F)cc1NC(=O)C1CC(=O)N(Cc2ccco2)C1 (stereo not drawn),-1,-7,3,2,-1.6,5,0,5,-2,3
O=C(NCc1ccc(F)cc1Cl)C1CCN(S(=O)(=O)N2CCCCC2)CC1,-2,-6,-11,-5,-1.4,-2,-2,2,-4,0
CCCCN(C)Cc1c(C)[nH]c2ccccc2c1=O,-4,-2,1,1,0.5,5,-4,0,6,-2
CN1CC(=O)Nc2ccc(F)cc2C1=O,-2,0,8,-1,-0.3,1,1,0,10,3
Cc1cccn2c(CNCC3OCCc4ccccc43)c(C(=O)N3CCCCC3)nc12 (stereo not drawn),0,0,0,0,1.5,1,1,0,-1,3
CC(=O)Nc1sc(N/N=C\c2cccc(Cl)c2)nc1-c1cccs1,14,-9,-9,7,-1.1,6,11,0,-3,-3
O=C(N/N=C/c1cn[nH]c1-c1ccc(Cl)cc1)c1ccc([N+](=O)[O-])cc1,3,0,-2,-4,-1.1,-1,-3,-5,17,0
COc1ccc2nc(SCC(N)=O)cc(C)c2c1,2,1,-2,2,1.5,0,0,-1,0,1
CCC(=O)Nc1cccc(NC(=O)c2cccc([N+](=O)[O-])c2C)c1,-3,-1,3,0,-2.8,1,-1,1,0,-2
O=C(Cc1ccccc1)n1nc(-c2ccco2)nc1SCc1ccccc1,13,4,9,-1,-1.9,-7,2,-1,-3,1
O=C(NCCc1ccccc1)c1ccc(-c2cccnc2)c2ccoc12,4,-2,-1,3,0.3,1,3,-1,.,3
COC(=O)C1C2C=CC3(CN(c4cccc(C)c4)C(=O)C13)O2 (stereo not drawn),3,5,0,-1,0.1,-5,2,0,-1,2
CC(C)(C)C1c2[nH]c3ccccc3c2CCN1Cc1cccc(OCCO)c1 (stereo not drawn),-1,-4,3,-2,-0.1,-8,-3,-3,-7,-3
CCc1ccc(C(=O)Nc2cc(C)ccc2F)s1,2,-6,0,1,0.8,3,12,-2,-5,-5
CN(C)CCNc1nc(S(=O)(=O)c2ccccc2)c(Cl)s1,4,-6,2,7,1.1,-6,-6,1,2,4
Cc1ccccc1OCC(=O)Nc1cc(S(=O)(=O)N2CCCCC2)ccc1N1CCN(C)CC1,-7,2,3,-5,0.4,-4,0,0,.,2
